From PubChem BioAssay
MITF act: increases MITF-driven TRPM1 promoter luciferase signal; 300,000 compounds, 0.75% hits; SK-MEL-5 TRPM1-promoter luciferase, 24 h; % of positive control, neutral wells = 0; activation, % at 12.5 µM; AID 588334;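 active = mean activation of at least 80% with every replicate also reaching 80%; inconclusive = mean reaches 80% but some replicate falls short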;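 also: 0% = neutral control wells and 100% = parthenolide positive control wells; values of inactives mirror those of a sister screen read the other way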
CAL PDZ FP-1: inhibitors of human CAL PDZ peptide binding. inhibition, % at 20 µM. purified CAL PDZ, TMR-peptide fluorescence polarization, 1 h. AID 504414. 330,000 compounds, 0.02% hits. Q9HD26;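 active = highest replicate inhibition of at least 40%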;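 also: plate controls were DMSO neutral control wells for no effect and unlabeled competitor peptide control wells for full effect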
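Material: tagged CAL PDZ protein CerCALP, purified; buffer or medium: sodium phosphate/NaCl buffer pH 7.4 with TCEP, IgG, Thesit; also added: fluorescent TMR peptide probe; schedule: 1 h incubation at room temperature before polarization reading; technique: fluorescence polarization from S- and P-plane intensities, G-factor corrected; control set: unlabelled peptide and DMSO controls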
CDK5 p35 inh: blocks human CDK5/p35 kinase activity; Recombinant CDK5/p35, ADP-Glo luminescence, 60 min; inhibition, % at 10 µM; 330,000 compounds, 0.01% hits;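 active = highest replicate inhibition of at least 50% and at least 75% of replicates reaching 50%; inconclusive = only one of the two criteria met; inactive = both criteria failed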;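 also: plate controls were DMSO neutral control for no effect and GW8510 at 10 µM for full effect; many of its hits are not listed in these tables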
dFosB act: activators of mouse delta FosB homodimer; P13346; purified delta FosB, TAMRA-CDK5 oligo fluorescence polarization; percent of positive-control signal above neutral wells; activation, % at 25 µM; 340,000 compounds, 0.99% hits;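 active = mean activation above about 17%, with every replicate also reaching it, limit read from the data, passing the limit was not always enough; inconclusive = only one of the two conditions met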;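 also: fluorescence polarization rise as delta FosB binds a TAMRA Cdk5 AP-1 oligo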
Target sequence (P13346 whole entry, looked up): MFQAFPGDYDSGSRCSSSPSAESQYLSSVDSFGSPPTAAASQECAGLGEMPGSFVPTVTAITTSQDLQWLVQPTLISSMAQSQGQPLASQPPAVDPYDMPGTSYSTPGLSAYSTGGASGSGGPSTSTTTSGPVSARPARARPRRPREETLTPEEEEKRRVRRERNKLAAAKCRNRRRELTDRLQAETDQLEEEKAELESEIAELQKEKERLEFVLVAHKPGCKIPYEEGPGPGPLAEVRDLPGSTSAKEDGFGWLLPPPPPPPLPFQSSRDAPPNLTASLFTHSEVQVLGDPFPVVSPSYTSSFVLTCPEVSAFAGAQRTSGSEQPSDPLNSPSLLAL
RTF Ca sens act: cardiac RTF calcium sensitization. IANBD-labeled TnC RTF fluorescence at EC20 calcium; 0% EC20 calcium, 100% full calcium. activation, % at 7.2 µM. 340,000 compounds, 0.24% hits. AID 493008;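 active = activation above the mean over all tested compounds plus 3 SD, cut at about 30% in these data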;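 also: rise in fluorescence read as greater calcium sensitivity of cardiac thin filaments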
Rtt109 Vps75: blocks Candida albicans Rtt109/Vps75 acetyltransferase activity; purified Rtt109/Vps75, ThioGlo CoA-SH fluorescence, 4 h; 330,000 compounds, 0.16% hits; AID 540336; inhibition, % at 34.9 µM;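 active = inhibition of at least 50% in every replicate; inconclusive = best replicate reaches 50% inhibition but some replicates fall short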
Target sequence (Q5AAJ8 whole entry, looked up): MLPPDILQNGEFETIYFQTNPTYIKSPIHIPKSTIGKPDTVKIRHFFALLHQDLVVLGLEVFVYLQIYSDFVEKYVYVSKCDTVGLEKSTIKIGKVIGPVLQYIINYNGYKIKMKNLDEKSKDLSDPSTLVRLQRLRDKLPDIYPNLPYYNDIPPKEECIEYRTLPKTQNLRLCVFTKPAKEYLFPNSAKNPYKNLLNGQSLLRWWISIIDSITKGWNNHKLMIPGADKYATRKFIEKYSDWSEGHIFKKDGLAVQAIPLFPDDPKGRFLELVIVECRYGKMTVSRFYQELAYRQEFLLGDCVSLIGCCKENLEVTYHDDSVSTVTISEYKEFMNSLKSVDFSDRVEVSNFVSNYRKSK
Wnt bcat act: activates Wnt/beta-catenin signaling in a reporter cell assay. activation, % at 9.35 µM. activator, plate reader. 300,000 compounds, 1.2% hits. AID 743398; in the data active = activation above about 30%, passing the limit was not always enough; inconclusive = no clear call, values can overlap the other calls;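 also: 0% = neutral control wells and 100% = positive control wells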
V-ATPase pH: alters yeast V-ATPase proton transport. S. cerevisiae, pHLuorin cytosolic pH fluorescence. response, % at 10 µM. 350,000 compounds, 0.37% hits; in the data active = response mostly above about 7.3%, no sharp cut-off; inactive = mostly below about 5.4%; also: actives read high; inactives centre near 0; some compounds called inactive have numbers as strong as hits
Tat transport: inhibitors of E. coli Tat protein transport; inhibition, % at 10 µM; 340,000 compounds, 0.036% hits; E. coli MC4100 TorA-mCherry Tat export, fluorescence;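 active = mean replicate inhibition at least 50% and at least half of replicates individually reaching 50%; inconclusive = only one of the two criteria met; inactive = neither criterion met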;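 also: exported cargo escapes ClpAP degradation while cytoplasmic cargo is degraded and loses fluorescence; 0% = median of neutral control wells and 100% = median of NaSCN control wells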
CAL PDZ FP-2: blocks peptide binding to the human CAL PDZ domain; Q9HD26; purified CAL PDZ, TMR-peptide fluorescence polarization, 1 h; inhibition, % at 24.9 µM; 300,000 compounds, 0.92% hits; AID 602252;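 active = mean inhibition of at least 30% with at least half of replicates also reaching 30%; inconclusive = no clear call, values can overlap the other calls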;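 also: 0% = DMSO neutral control and 100% = excess unlabeled competitor peptide PRC23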
* = called active by the depositor; ? = inconclusive; · = no result given.

structure	MITF act	CAL PDZ FP-1	CDK5 p35 inh	dFosB act	RTF Ca sens act	Rtt109 Vps75	Wnt bcat act	V-ATPase pH	Tat transport	CAL PDZ FP-2
COc1ccccc1C1CCN(Cc2cccc3ccccc23)CC1	1.7	·	-2.2	-6.4	3.6	-0.2	-3.9	2.2	0.9	-9.6
COc1cccc(NC(=O)CN(C)C(=O)C(CCSC)NC(=O)c2ccco2)c1 (stereo unspecified)	·	0.4	0.9	-3.1	0.3	-0.6	1.4	-1.3	-1.5	10.7
COc1cc(OC)c(S(=O)(=O)Nc2ccc(C)cn2)cc1NC(C)=O	14.0	-0.5	-0.1	-12.8	3.8	7.7	2.3	0.9	6.4	-2.5
Cn1c(SCC(=O)Nc2ccc(Br)cc2F)nnc1-c1ccco1	6.2	-5.1	0.0	-0.7	0.8	-0.3	-0.3	-1.5	0.8	-0.7
COc1cccc(C(=O)NCC(=O)N/N=C/c2ccc3c(c2)OCO3)c1	11.7	-0.8	-0.8	6.1	-4.2	10.1	0.8	-88.9	8.4	-4.3
O=C(COc1ccc2c(c1)CCC2)Nc1ccccn1	-49.5	-1.1	12.3	0.6	2.0	-4.6	11.8	7.0	-8.1	-1.2
COc1ccc(N2CCN(Cc3nc4c(c(=O)n(C)c(=O)n4C)n3CC(C)=O)CC2)cc1	0.5	0.3	-0.2	-6.7	0.6	-1.8	-4.1	4.9	-7.7	·
COC(=O)c1ccc(COc2ccccc2/C=C(\C#N)C(=O)Nc2c(C)cccc2C)cc1	-3.6	0.6	1.9	4.5	8.4	-1.9	12.9	0.7	-10.5	-1.4
COc1cc(=O)[nH]c(SC(C)C(=O)Nc2ccc3ccccc3c2)n1 (stereo unspecified)	-24.3	-2.9	-0.4	6.5	2.5	-1.3	0.7	-1.3	0.1	-7.1
CCC(=O)Nc1ccccc1Sc1ncnc2scc(-c3ccccc3)c12	-3.4	-1.5	-0.6	-5.3	6.4	0.6	·	0.4	3.1	-2.4
C=CCn1c(Cc2c(C)[nH]c3ccccc23)nnc1SCC(=O)NCc1ccc(F)cc1	-7.6	-1.3	0.9	-12.2	-7.7	-14.9	-2.0	1.5	-2.8	20.7
CC(C)CN1C(Nc2ccccc2)=NC[C@@H]1C	1.7	0.2	-1.8	2.1	4.5	-3.3	-2.9	6.4	8.2	-1.1
CCOC(=O)C1CCN(C(=O)c2cc3c(=O)n4ccccc4nc3s2)CC1	-6.7	-1.2	-1.2	-11.8	-1.4	-7.8	4.3	1.5	-6.5	-1.6
CNC(=S)NNC(=O)c1ccc(=O)n(Cc2cccc(C(F)(F)F)c2)c1	10.4	0.6	0.2	-2.3	·	1.0	0.0	-1.6	0.7	2.6
NC(=O)C1CCN(C(=O)c2cc3c(s2)CCCCC3)CC1	31.4	-0.1	0.0	-4.8	1.1	-3.6	?	-3.6	2.8	-7.5
CCCCNC(=O)C1Cc2cc(S(=O)(=O)N3CCCC3)ccc2N1C(C)=O (stereo unspecified)	7.5	-2.3	0.6	-3.5	-1.2	-9.7	0.1	2.4	4.4	0.1
O=Nc1c(O)[nH]c2ccc(Cl)cc12	-26.4	-2.8	-0.3	-2.1	-0.3	·	10.8	3.4	-1.6	-0.7
CCCCCCSc1nnc2[nH]c(=O)cc(N)n12	-8.5	-2.7	-2.8	-10.2	3.3	3.2	0.3	2.5	6.2	-1.5
CCCc1ccc(C(=O)NNC(=O)c2ccc(Cl)cc2)cc1	7.6	·	-0.4	6.0	-0.8	-6.8	-2.0	3.4	2.8	-2.7
COc1ccc(CN(Cc2cccn2C)C(=O)c2cc3cc(OC)ccc3[nH]2)cc1	-5.7	-1.0	0.9	-10.1	2.5	-5.5	-3.9	-0.5	6.6	-4.1
Cc1nn(CC(=O)NC(C)c2ccccc2)c(C)c1[N+](=O)[O-] (stereo unspecified)	10.7	-1.4	-1.0	-5.7	-4.5	-5.8	-0.4	1.6	-3.7	-3.3
CSc1cccc(NC(=O)C2CCCN(S(=O)(=O)c3cnc[nH]3)C2)c1 (stereo unspecified)	-7.3	0.5	1.4	-3.3	-4.5	-1.7	-3.9	2.1	-2.3	·
Cc1ccc2c(CC(=O)OC3CCOC3=O)coc2c1 (stereo unspecified)	-13.3	-2.5	0.6	-0.9	-1.5	-1.6	-1.1	-4.9	-7.5	-3.2
CCOc1ccc(-c2[nH]ncc2-c2ccccc2)c(O)c1	-1.7	-2.1	-1.4	-3.2	-0.9	-12.5	-2.0	0.6	4.0	-4.5
O=C(O)CCS(=O)(=O)Cc1ccccc1Cl	2.7	-0.5	1.2	-4.7	0.9	-5.3	-1.6	8.3	-3.4	-2.2
O=C(COC(=O)C1CC1)Nc1nc(-c2ccc(F)c(F)c2)cs1	49.2	-0.2	-0.1	-0.2	-2.9	0.8	4.6	-2.8	-4.2	1.3
COc1ccc(/C=C/c2onc(C)c2S(=O)(=O)N2CCC(C(=O)N3CCCCCC3)CC2)cc1	-7.1	-2.9	0.6	-6.1	1.1	6.1	-2.4	-0.5	11.0	-0.1
CN(CC(=O)Nc1ccc(F)cc1)C(=O)COC(=O)CN1C(=O)NC2(CCCC2)C1=O	-3.5	-2.0	1.5	-3.1	-3.3	43.1	-3.4	-0.7	8.0	-3.3
CC(C)OCCCNC(=S)NNC(=O)c1ccc(Cl)c(Cl)c1	7.0	-0.1	1.0	0.5	-1.9	9.4	-0.2	-2.9	-7.3	·
O=C(CSc1nnc(CNC(=O)c2ccccc2)o1)NCc1ccccc1	-1.5	0.0	-8.4	1.6	-0.8	3.8	0.1	-2.4	-12.1	21.5
CCN1C(=O)c2ccccc2S(=O)c2ccc(C(=O)NCCN(CC(C)C)CC(C)C)cc21 (stereo unspecified)	-7.1	0.1	1.6	-20.9	-4.1	13.2	-1.8	2.8	10.7	-6.0
COCCCn1c(SCc2ccccc2)nc2cc(OC)c(OC)cc2c1=N	·	-1.9	-0.8	-10.2	3.7	·	·	2.7	16.3	-1.1
CCc1ccc(-n2cc(-c3ccc(F)cc3)[n+]3c2SCCC3)cc1	-53.8	-0.3	1.9	-3.7	3.3	0.1	-1.3	1.1	11.5	1.9
CCOc1ccccc1NC(=O)c1ccc2ccccc2c1	·	-1.7	0.1	-13.2	3.8	-17.8	5.6	0.3	5.6	-1.8
COc1ccc(N2CCN(C(c3ccccc3)c3nnnn3Cc3ccc(F)cc3)CC2)cc1 (stereo unspecified)	-7.2	-0.1	-0.5	-5.4	-2.7	7.1	·	1.5	19.9	·
CC(C)C(NC(=O)OCc1ccccc1)C(=O)OCC(=O)N1C(C)CCCC1C (stereo unspecified)	2.5	0.1	0.3	3.0	-6.3	-6.0	-1.3	-4.1	6.3	-1.6
Cc1cc(C)cc(N2CCN(C(=O)N3CCOCC3)CC2)c1	-2.3	-1.6	-2.2	-0.3	0.2	6.8	·	1.3	5.0	-3.8
Cc1cccc(S(=O)(=O)NCCC(=O)OC(C)C(=O)NC(=O)NC2CCCCC2)c1 (stereo unspecified)	·	-0.5	1.4	3.0	-4.9	13.5	-1.2	2.7	14.6	-6.9
CCOc1ccccc1N(C)C(=O)c1nn(-c2ccc(OC)cc2OC)c(=O)c2ccccc12	8.2	-2.3	2.1	-4.9	-5.9	·	-1.7	0.9	1.7	-3.2
C=CCN1C(=O)c2ccccc2NC1c1ccc(Br)s1 (stereo unspecified)	8.6	-1.2	-1.7	-7.5	-3.1	-3.2	-3.4	-0.4	10.6	-3.4
COc1ccc(NC(=O)CSc2c3c(nc4ccccc24)CCC3)c(OC)c1	-9.2	-0.9	-0.8	-5.2	0.3	3.4	-2.9	1.1	-1.8	·
Cc1ccc(NC2=CC(=O)CC(C)(C)C2)cc1F	8.6	0.9	-0.1	-0.7	-6.9	-8.7	-3.1	1.7	3.3	-1.3
C=CCn1cc(-c2cccc(C(F)(F)F)c2)cc(C#N)c1=O	0.4	-1.1	-2.0	0.9	13.5	11.4	-0.8	-4.5	4.9	21.8
CC(=O)Nc1cccc(NC(=O)CSc2ncc(C(=O)Nc3ccccc3)c(=O)n2C)c1	-66.2	-1.1	-1.3	-1.8	-8.7	29.9	0.1	5.7	10.6	·
COc1ccccc1N1CCN(S(=O)(=O)c2ccc3nc(-c4ccccc4)[nH]c3c2)CC1	-10.8	-1.6	2.4	5.5	-1.1	-3.4	-3.0	0.0	-2.9	-2.8
CC1CCC(NC(=O)COC(=O)CSc2ccc(C(N)=O)cc2[N+](=O)[O-])CC1 (stereo unspecified)	7.6	2.1	0.3	-12.3	6.5	1.6	-2.0	0.5	-9.8	-2.4
CCN(CCn1cccn1)C(=O)c1cc(COc2ccc(F)c(F)c2)on1	69.5	0.0	-5.3	-6.9	-2.3	1.7	5.1	-0.7	-2.8	56.8*
Cc1cc(C)cc(C(=O)NCC(=O)OCN2C(=O)c3ccccc3C2=O)c1	0.3	-1.1	1.2	1.3	0.8	-17.6	0.4	2.7	4.6	-1.0
Cc1cccc(NC(=O)CCN2C(=O)C3C4C=CC(C4)C3C2=O)n1 (stereo unspecified)	2.9	-1.1	-0.8	-2.5	-1.9	3.8	·	-0.6	-2.3	-2.5
